procasp7 counter: counter-screen: procaspase-7 (human) activation | P55210 | recombinant procaspase-7, Ac-DEVD-pNA absorbance 405 nm; D23A/D198A/D206A triple mutant, cannot self-cleave; scale: DMSO 0, 5 µM enzyme 100 | activation, % at 8.5 µM | 0.093% of 330,000 active;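 active = percent activation above the screen-wide mean plus 3 SD, cut at about 25% in these data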
Target sequence (P55210 whole entry D23A/D198A/D206A): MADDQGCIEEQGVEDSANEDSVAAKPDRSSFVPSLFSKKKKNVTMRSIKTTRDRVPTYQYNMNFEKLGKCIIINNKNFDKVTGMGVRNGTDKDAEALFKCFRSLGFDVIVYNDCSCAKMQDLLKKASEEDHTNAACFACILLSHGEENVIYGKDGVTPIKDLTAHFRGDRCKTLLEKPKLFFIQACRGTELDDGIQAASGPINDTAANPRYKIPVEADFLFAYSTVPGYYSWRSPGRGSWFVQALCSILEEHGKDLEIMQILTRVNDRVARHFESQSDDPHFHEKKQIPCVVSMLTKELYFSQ
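System: Uncleavable procaspase-7 mutant enzyme; Amount: 2 µM procaspase-7 mutant as dispensed; Schedule: 1 h compound preincubation, 2 h substrate cleavage, 25 °C; Measured by: 405 nm absorbance of p-nitroaniline; Evaluation: percent activation from buffer-corrected 0–120 min absorbance change; Control set: low DMSO alone, high DMSO plus 5 µM PC-7.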
CR mimetic SO: yeast age-related superoxide inhibition as caloric restriction mimetic; S. cerevisiae aged cells, superoxide DHE fluorescence; active compounds read low; 0.18% of 330,000 active; superoxide response (% of plate mean), % at 10 µM;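 active = superoxide response under a set limit, about three screen SD below normal, cut at about 65% in these data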;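 also: yeast aged for seven days with compound at 30 °C before DHE staining; 100% = average MFI of all compound-treated wells on the plate with controls excluded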
RPL19A-GFP yeast: alters RPL19A-GFP fluorescence in TOR pathway yeast screen; S. cerevisiae RPL19A-GFP strain, flow cytometry, 3 h; active compounds read low; percent response vs DMSO, % at 10 µM; 0.3% of 330,000 active; AID 2025;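 active = percent response vs DMSO below 50%; inconclusive = fewer than 70 events counted for the yeast strain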;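 also: median channel GFP fluorescence of the barcoded RPL19A-GFP strain; ratio of sample median GFP to plate DMSO average so 100% = DMSO; lower means less RPL19A-GFP as with rapamycin TOR inhibition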
LAP4 TOR yeast: modulators of TOR pathway LAP4-GFP in S. cerevisiae. GFP response vs DMSO, % at 10 µM. 0.34% of 320,000 active. S. cerevisiae LAP4-GFP multiplex, flow cytometry GFP, 3 h; median GFP as percent of DMSO wells;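 active = GFP response vs DMSO above a set limit, about the screen mean plus 3 SD, cut at about 150% in these data; inconclusive = under 70 cell events counted for the yeast strain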
proCasp3 act: procaspase-3 (human) activation. P42574. recombinant procaspase-3 D3A, Ac-DEVD-pNA absorbance 405 nm. activation, % at 8.5 µM. 0.11% of 330,000 active. AID 463141;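 active = activation above the mean of all tested compounds plus 3 SD, cut at about 21% in these data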;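 also: 0% = DMSO alone and 100% = DMSO wells spiked with extra 5 µM PC-3 D3A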
Target sequence (P42574 whole entry D9A/D28A/D175A): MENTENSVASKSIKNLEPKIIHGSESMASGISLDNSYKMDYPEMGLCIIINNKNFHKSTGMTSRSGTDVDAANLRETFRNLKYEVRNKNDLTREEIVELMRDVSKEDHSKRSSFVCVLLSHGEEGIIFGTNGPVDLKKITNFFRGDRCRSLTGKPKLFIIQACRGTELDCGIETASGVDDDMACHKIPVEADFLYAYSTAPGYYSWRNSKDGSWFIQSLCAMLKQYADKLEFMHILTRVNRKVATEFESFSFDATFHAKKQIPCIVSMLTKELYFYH
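Compound: 8.5 µM single point, 0.8% DMSO / Material: Autoprocessing-dead procaspase-3 D3A mutant enzyme / Timing: 1 h preincubation plus 2 h reaction at 25 °C / Medium: Zinc-free HEPES/NaCl buffer with 0.01% Triton X-100 at pH 7.4 / Technique: 405 nm absorbance of p-nitroaniline, reads at 0 and 120 min / Repeats: one well per compound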
GASC-1 inh: blocks human GASC-1 demethylase activity. 0.069% of 330,000 active. GST-JMJD2C(1-420) H3K9me3 demethylation, DELFIA europium. inhibition, % at 2.35 µM. Q9H3R0;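 active = more than half of a compound's replicate wells show inhibition beyond 50%, single wells judged on their own value; inconclusive = some, but no more than half, of replicates pass 50% inhibition; inactive = no replicate passes 50% inhibition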;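 also: signal counts dimethyl H3K9 product captured on neutravidin plate; 0% = median of DMSO wells and 100% = 0.3 times that DMSO median; strong numbers were not always called active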
Target sequence (Q9H3R0 1-420 limits assumed): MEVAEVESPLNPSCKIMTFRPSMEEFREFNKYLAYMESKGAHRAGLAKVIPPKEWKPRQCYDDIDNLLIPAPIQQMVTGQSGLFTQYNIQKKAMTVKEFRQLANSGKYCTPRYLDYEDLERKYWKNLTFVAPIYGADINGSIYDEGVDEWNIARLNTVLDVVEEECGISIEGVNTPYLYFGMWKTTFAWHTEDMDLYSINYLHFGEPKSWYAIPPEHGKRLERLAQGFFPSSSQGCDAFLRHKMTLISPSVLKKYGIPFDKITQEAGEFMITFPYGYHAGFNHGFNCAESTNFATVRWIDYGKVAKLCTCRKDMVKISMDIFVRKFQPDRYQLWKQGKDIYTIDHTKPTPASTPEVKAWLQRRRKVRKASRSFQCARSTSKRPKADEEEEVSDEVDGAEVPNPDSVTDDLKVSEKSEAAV
MEP2-GFP yeast: alters MEP2-GFP fluorescence in TOR pathway yeast screen; GFP response vs DMSO, % at 10 µM; AID 2016; 0.51% of 330,000 active; S. cerevisiae MEP2-GFP strain, flow cytometry GFP, 3 h; 100% = DMSO control level;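 active = GFP response versus DMSO above a set limit, roughly screen mean plus 3 SD, cut at about 180% in these data; inconclusive = fewer than 70 cells counted for a yeast strain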;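 also: median GFP fluorescence of the barcode-gated MEP2-GFP cells per well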
AHR activator: human AHR activation | P35869 | AHR-responsive luciferase reporter cells, luminescence | activation, % at 5 µM | 2.5% of 320,000 active | AID 2796; in the data active = activation above about 47%;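 also: 0% = vehicle wells and 100% = reference agonist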
Active calls of the source: *; ? = inconclusive; nt = no result given; & = joins results of further samples; [ ] = another dose, or the depositor's remark.

SMILES	procasp7 counter	CR mimetic SO	RPL19A-GFP yeast	LAP4 TOR yeast	proCasp3 act	GASC-1 inh	MEP2-GFP yeast	AHR activator
COc1cccc(OC)c1CN(C)C(=O)c1cnccc1C(F)(F)F	6	89	91	105	2	1	89	-1
COc1ccc(C(=O)n2cc(C(=O)c3cc(C)ccc3O)cn2)cc1	-7	100	98	82	6	-5	92	2
COc1ccc(NC(=O)CN(C)C(=O)COc2ccccc2Cc2ccccc2)cc1	-9	95	91	100	12	2	95	1
COc1ccc(-n2c(C)ccc2-c2ccccc2)cn1	-4	98	93	78	-4	17	94	3
COCCOc1ccc(C(F)(F)F)cc1NC(=O)CN1C(=O)NC2(CCc3ccccc32)C1=O (stereo not given)	1	100	98	107	11	4	99	5
CC(C)NC(=O)CN1C(=O)C(=O)c2ccccc21	11	118	92	93	5	5	96	1
O=C(Nc1cccc(Cl)c1Cl)C1CCCC1	-5	110	101	99	-3	5	94	1
O=C(O)c1ccc(/C=N/n2c(C3CCCCC3)n[nH]c2=S)cc1	1	90	97	113	2	-5	98	0
CC(=O)Oc1ccc(NC(=O)CCC2CCCCC2)c(C(=O)O)c1	7	100	94	83	11	0	89	-2
COC(=O)c1ccc(S(=O)(=O)NCc2ccccn2)n1C	6	92	97	116	14	-9	101	-1
Cc1cccc(-n2nnc(C(=O)NCc3ccccn3)c2N)c1	5	106	90	94	6	-4	99	-1
Cc1nn(CC(=O)Nc2c(C)n(C)n(-c3ccccc3)c2=O)c(C)c1[N+](=O)[O-]	10	98	110	96	6	-5	102	3
COC(=O)c1[nH]c2cc(OC)ccc2c1NC(=O)CN1CCC(C(N)=O)CC1	8	95	100	96	7	7	94	13
Cc1cc(NC(=O)c2ccccc2)n(-c2nc3ccccc3[nH]2)n1	4	107	100	97	-1	1	102	17
Cc1ccc(NC(=O)c2ccc(-n3cncn3)c([N+](=O)[O-])c2)cc1	1	115	100	104	-1	2	106	1
CCCCNC(=O)CCCCCn1c(=O)[nH]c2cc(OC)c(OC)cc2c1=O	5	91	97	83	12	2	95	0
COc1ccccc1N1CCN(C(=O)c2sc3ncnc(N4CCN(c5ccccn5)CC4)c3c2C)CC1	-6	97	103	105	9	-52	101	6
CC1(C)N=C(/C=N/O)CN1O	6	86	96	100	5	1	104	0
CC(C)NC(=O)COc1coc(CN2CCN(c3ccccc3)CC2)cc1=O	4	94	98	102	7	-6	96	1
NC(N)=Nc1ccc(N=C(N)N)cc1	nt	96	106	95	nt	2	112	nt
CC1(C)OC1COc1c2ccoc2cc2oc(=O)ccc12 (stereo not given)	4	85	100	100	8	19	101	68*
Cc1cc2[nH]c(=O)c(=O)[nH]c2cc1S(=O)(=O)Nc1cccc(C)c1C	7	117	97	90	1	12	92	0
O=S(=O)(NCCc1csc(-c2ccccc2)n1)c1ccc2c(c1)OCCO2	5	112	94	93	5	-6	88	5
Cc1ccc(C(=O)NC(=O)OCCn2c(C)cnc2[N+](=O)[O-])cc1	7	104	95	91	-2	11	95	1
Cc1ccc(/C=N/NC(=O)c2nnn(-c3nonc3N)c2CN(C)C)o1	9	108	102	109	1	-2	101	4
O=C(COc1ccccc1)OCc1cc2ccccc2[nH]c1=O	2	103	101	100	-2	4	110	1
CCN(CC)C(=O)Cn1nc(-c2ccc(Cl)cc2)c2ccccc2c1=O	-2	116	103	97	-5	-1	107	0
FC(F)(F)c1nc(Oc2ccccc2)c2ccccc2n1	12	110	101	100	0	7	104	-1
CC(=Nc1ccccc1)C1=C(O)CC(C)(C)CC1=O	13	102	100	97	2	-5	100	1
CC1(C)C2CCC1(C)C(OC(=O)CCn1ccnc1)C2 (stereo not given)	15	90	87	90	0	-6	93	8
Cc1cccc(N(C(=O)CCC(=O)Nc2cc(C)on2)C(C(=O)NC2CCCC2)c2ccncc2)c1 (stereo not given)	-7	95	96	93	8	-7&-6	93	5
CCSc1nnc(NC(=O)Cc2ccc(OC)c(S(=O)(=O)N3CCOCC3)c2)s1	3	97	93	94	-1	-1	92	4
CC(C)NC(=O)Cn1c(=O)c2c(ncn2Cc2ccccc2)n(Cc2ccccc2)c1=O	-3	97	102	106	0	-5	104	5
CCN(CC)CC(=O)Nc1c2c(nc3ccccc13)N(C)CC2	-6	100	109	100	7	-6	112	24
O=C(NC1=NCCS1)c1cccc(NC(=O)c2ccco2)c1	2	86	102	98	1	4	106	15
O=C(CN1C(=O)NC(Cc2c[nH]c3ccccc23)C1=O)Nc1ccccc1Br (stereo not given)	-2	95	99	101	8	4	99	1
Cc1ccc(S(=O)(=O)N2CC(O)C2)cc1	-4	113	92	102	-10	-9	92	0
COc1ccc(Cl)cc1C(=O)NCc1ccco1	8	69	95	97	4	-2	100	-5
Cc1nn2c(COc3ccc(NC(=O)C(C)C)cc3)nnc2c2ccccc12	5	104	96	116	8	12	97	5
Cc1cc([N+](=O)[O-])nn1CC(=O)Nc1c(C)n(C)n(-c2ccccc2)c1=O	4	78	98	87	11	-31	92	-2
CC1CCCC(NC(=O)CCNS(=O)(=O)c2ccc(Br)cc2)C1C (stereo not given)	6	106	98	96	13	-10	114	3
CCOC(=O)C1C2C=CC3(CN(c4cccc(Cl)c4)C(=O)C13)O2 (stereo not given)	-9	99	102	105	-9	3	101	0
Cc1ccc(Cn2c(SCC(=O)N3CC(=O)Nc4ccccc43)nc3ccccc3c2=O)cc1	-3	96	97	86	5	-11	98	-3
Cc1cc(C)c(C#N)c(SCc2ccc(F)cc2)n1	-3	100	108	100	-3	-1	107	8
COC(=O)c1cccnc1NC(=S)NC1CCCCC1	7	108	98	106	9	5	98	-1
c1ccc2[nH]c(NCCN3CCOCC3)nc2c1	3	105	100	93	1	5	95	3
COc1cccc(/C=N/NC(=S)NC2CC3CC2C2C=CCC32)c1O (stereo not given)	8	100	100	108	-8	-5	101	3
Cc1ccc(C(=O)Nc2ccccc2N2CCN(C(=O)C(C)C)CC2)cc1	7	111	106	98	-3	2	104	5
COc1ccc(-n2nc(C(=O)NCC(=O)N3CCCCC3)c3ccccc3c2=O)c(OC)c1	-1	125	104	104	4	1	97	0
O=C(CN1C(=O)COc2ccc(Cl)cc21)NCC1CCCO1 (stereo not given)	-4	96	110	73	-6	-7	103	-4
CC(=O)NCCc1ccc(C(=O)Cn2cnc3ccccc3c2=O)cc1	5	97	107	115	0	-5	120	0
O=C(NCc1ccccc1)C(=O)NCC1OCCN1S(=O)(=O)c1cccs1 (stereo not given)	2	87	100	105	5	4	102	0
COc1ccc(C(C(=O)NC2CCCCC2)N(C(=O)CCl)c2ccc(OC)cc2)cc1 (stereo not given)	0	105	99	96	6	7	103	-2
Cc1noc(C)c1COC(=O)Cn1c(C)nc2ccccc21	4	90	95	89	5	-1	98	-1
COc1ccc(C)cc1S(=O)(=O)N(C)CC(=O)NCc1ccncc1	2	101	106	103	3	-10	110	1
CCN1C(=O)N(CC)C(O)(c2ccccc2)C1(O)c1ccccc1 (stereo not given)	-9	99	95	98	-8	-6	93	0
COc1ccccc1N1CCN(C(=O)c2cc3ccccc3[nH]2)CC1	-1	97	107	82	5	0	104	18
CC1CCc2c(C(=O)OCC(=O)Nc3cccc(S(=O)(=O)N4CCCCCC4)c3)csc2C1 (stereo not given)	-5	100	91	93	-3	0	94	-2
O=C(NCc1ccc(F)cc1)C(=O)Nc1nc(C23CC4CC(CC(C4)C2)C3)cs1	6	101	97	91	2	-2	100	0
Cc1c(N=Cc2ccccn2)c(=O)n(-c2ccccc2)n1C	-2	96	?	85[may fluoresce red]	-1	-1	93[may fluoresce red]	-2

A run of entries from the list above, as a working copy:
SMILES	procasp7 counter	CR mimetic SO	RPL19A-GFP yeast	LAP4 TOR yeast	proCasp3 act	GASC-1 inh	MEP2-GFP yeast	AHR activator
COc1cccc(/C=N/NC(=S)NC2CC3CC2C2C=CCC32)c1O (stereo not given)	8	100	100	108	-8	-5	101	3
Cc1ccc(C(=O)Nc2ccccc2N2CCN(C(=O)C(C)C)CC2)cc1	7	111	106	98	-3	2	104	5
COc1ccc(-n2nc(C(=O)NCC(=O)N3CCCCC3)c3ccccc3c2=O)c(OC)c1	-1	125	104	104	4	1	97	0
O=C(CN1C(=O)COc2ccc(Cl)cc21)NCC1CCCO1 (stereo not given)	-4	96	110	73	-6	-7	103	-4

Next section.
SMILES	procasp7 counter	CR mimetic SO	RPL19A-GFP yeast	LAP4 TOR yeast	proCasp3 act	GASC-1 inh	MEP2-GFP yeast	AHR activator
CC(CSc1nnnn1-c1ccccc1)Cn1c(N2CCCC2)nc2c1c(=O)[nH]c(=O)n2C (stereo not given)	0	103	103	93	4	-5	101	0
Cc1ccc(C(=O)Nc2cccc(C(=O)N/N=C/c3ccc(F)cc3)c2)cc1	2	97	105	94	6	36	106	46
Cc1[nH]nc2c1C(c1ccccn1)N(c1ccc(Br)cc1)C2=O (stereo not given)	9	93	103	101	9	11	106	2
CCN(CC)S(=O)(=O)c1ccc(NC(=S)Nc2ccc(F)cc2)cc1	-3	110	102	94	10	-10	107	1
N#CCCN1CCNCC1	11	104	89	93	-4	3	88	-1
S=C(NCc1ccc(Cl)cc1)Nc1ccccc1	-3	98	100	98	1	2	105	2
NC(=O)c1ccsc1NC(=O)COC(=O)COc1ccccc1F	-5	108	100	87	4	-1	98	-2
C[C@@]12C(=O)Nc3cc(F)ccc3C(=O)N1[C@H]1c3cc(Br)ccc3OC[C@@H]1[C@@H]2c1ccccc1	10	71	98	98	-4	-65	95	3
COc1ccc(S(=O)(=O)N2CCC(NC(=O)c3ccccc3)CC2)cc1	9	91	106	109	13	-10	109	0
Cc1ccc(/C=C/C(=O)NCCCc2ccccc2)cc1	6	114	101	105	7	-1	103	2
c1ccc(NCC2OCc3ccccc3CO2)cc1	-5	100	100	93	0	-1	86	-2
CCCc1ncc(C(=O)c2ccc(OC)cc2)n1C	3	93	94	113	1	5	125	2
O=C(O)C[C@H]1c2ccccc2S(=O)(=O)N1C1CCCC1	-1	96	104	113	12	9	107	-5
COCCCn1nnnc1SCC(=O)Nc1ccc2c(c1)OCCO2	-1	116	93	91	3	3	92	11
CN(C)/N=C/c1cn(-c2ccccc2)nc1-c1cccnc1	4	93	110	104	11	2	110	23
Cc1ccc2nc(C3CCN(CC(=O)Nc4ccc5c(c4)OCCO5)CC3)[nH]c2c1	-2	101	97	98	-5	1	100	2
O=C(CN1C(=O)NC2(CCCc3ccccc32)C1=O)N1CCN(c2cccc(C(F)(F)F)c2)CC1 (stereo not given)	-2	82	98	110	5	-15	105	-1
COCCCN1C(=O)C(=O)/C(=C(/O)c2ccc(C)cc2)C1/C=C/c1ccccc1 (stereo not given)	-4	91	104	97	2	3	103	-1
Nc1c(C(=O)Nc2nccs2)sc2nc(-c3cccs3)cc(C(F)(F)F)c12	7	105	104	114	-13	5	143	65*

Source: PubChem BioAssay
